Screening results: PubChem BioAssay, several laboratories
STK33 kinase inh – inhibitors of human STK33 kinase. inhibition, % at 10 µM. AID 2661. purified STK33, MBP phosphorylation, ADP-Glo luminescence. actives 0.073% (n = 320,000);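 active = inhibition at or above 25%, using the most active replicate where run in duplicate; inactive = inhibition below 25%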
OX1R antag – antagonists of human orexin 1 receptor (OX1R); O43613; OX1R-expressing cells, FRET antagonist read-out; inhibition, % at 6.6 µM; actives 1.8% (n = 330,000); in the data active = inhibition mostly above about 38%, no sharp cut-off; inactive = mostly below about 40%;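 note: 0% = agonist challenge alone and 100% = reference antagonist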
KCNQ2 inh – KCNQ2 channel blockers in CHO-K1 cells – cell-based, FluxOR thallium flux, B-score, primary screen (AID 2156). O88943. 20 min; stronger effect = lower value. B-score at 10 µM. actives 1.1% (n = 310,000);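 active = fluorescence ratio B-score at most minus 3 library SDs, with starting brightness B-score within 2 library SDs, cut at about -5.5 in these data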
Target sequence (O88943 whole entry, looked up): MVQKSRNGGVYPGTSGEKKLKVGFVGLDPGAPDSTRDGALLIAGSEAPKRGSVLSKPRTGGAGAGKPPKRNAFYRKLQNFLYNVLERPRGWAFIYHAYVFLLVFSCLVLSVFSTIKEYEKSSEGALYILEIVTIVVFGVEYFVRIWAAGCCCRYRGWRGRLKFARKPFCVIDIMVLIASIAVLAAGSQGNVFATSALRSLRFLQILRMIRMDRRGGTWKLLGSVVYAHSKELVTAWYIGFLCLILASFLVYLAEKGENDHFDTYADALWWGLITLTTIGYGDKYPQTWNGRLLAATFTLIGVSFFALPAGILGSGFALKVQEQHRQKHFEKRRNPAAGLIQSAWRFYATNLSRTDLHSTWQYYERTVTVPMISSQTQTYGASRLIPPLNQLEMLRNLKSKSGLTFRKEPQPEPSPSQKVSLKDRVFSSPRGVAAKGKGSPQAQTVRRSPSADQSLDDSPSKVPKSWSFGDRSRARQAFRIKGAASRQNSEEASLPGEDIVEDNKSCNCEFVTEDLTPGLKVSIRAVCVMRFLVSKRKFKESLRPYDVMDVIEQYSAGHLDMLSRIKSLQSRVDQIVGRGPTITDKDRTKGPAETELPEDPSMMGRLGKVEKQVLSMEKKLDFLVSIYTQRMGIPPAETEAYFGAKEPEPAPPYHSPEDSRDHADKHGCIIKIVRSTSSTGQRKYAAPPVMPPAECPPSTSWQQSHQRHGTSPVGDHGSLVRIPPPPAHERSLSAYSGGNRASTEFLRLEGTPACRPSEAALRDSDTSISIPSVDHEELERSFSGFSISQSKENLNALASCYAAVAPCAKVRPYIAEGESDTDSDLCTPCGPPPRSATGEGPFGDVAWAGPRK
An asterisk follows results filed as active; i = inactive; nt = no result given; & = joins results of further samples.

SMILES | STK33 kinase inh | OX1R antag | KCNQ2 inh
O=C1C2C3C=CC(C4CC34)C2C(=O)N1c1nccs1 (stereo not given) | -0.2 | 1 | i
CCOc1ccc(C(=O)Nc2cccc3cccnc23)cc1 | 0.5 | 81* | i
O=C(Cn1nnc(-c2ccccc2)n1)OCc1ccccc1 | -1.5 | 9 | i
COc1ccccc1-n1c(-c2cc(-c3ccco3)[nH]n2)n[nH]c1=S | -0.4 | 5 | i
CCC(C)S(=O)(=O)c1snnc1C (stereo not given) | -2.0 | 7 | i
Cc1sc2nc(CSc3nc4ccccc4c(=O)n3CCCN3CCOCC3)[nH]c(=O)c2c1C | -3.1 | 8 | i
COc1ccccc1NS(=O)(=O)c1cc(NC(=O)c2ccncc2)ccc1N1CCOCC1 | 3.7 | 4 | i
COc1ccc(CCNC2CC(=O)N(C)C2=O)cc1OC (stereo not given) | -2.0 | 5 | i
Cc1cccc(OCCC(=O)Nc2nnc(C)s2)c1 | -0.8 | 14 | i
CC(C)CNC(=O)NC(=O)COC(=O)C1CSC2(c3ccc(F)cc3)CCC(=O)N12 (stereo not given) | 2.3 | 13 | i
COc1cccc(CNC(=O)CNS(=O)(=O)c2ccc(Br)s2)c1 | -1.2 | 26 | i
CCOC(=O)CNC=C(C(=O)OCC)C(=O)OCC | -1.9 | 21 | i
CC1CCc2nc(N)c(C#N)c(-c3ccncc3)c2C1 (stereo not given) | 1.1 | 9 | i
CSc1nccc(Nc2ccccc2)c1C#N | 0.6 | 10 | i
Cc1cccc(OCCCC(=O)Nc2nccs2)c1C | -2.1 | 9 | i
CC1Cc2ccccc2N1c1nc(C2CC2)nc2c1nnn2Cc1ccccc1 (stereo not given) | -2.8 | 17 | i
CCCCCn1cnnc1SCC(=O)c1ccc2c(c1)OCO2 | 0.0 | 9 | nt
COc1ccc(NC(=O)c2cc3ccccc3o2)cc1 | 1.1 | 24 | i
COc1ccccc1/C=C(\NC(=O)c1ccc(OC)c(OC)c1)C(=O)Nc1ccc([N+](=O)[O-])cc1 | -1.4 | 12 | i
COc1cc(C(CCN2CCOCC2)c2c(OC)cc(OC)c3c(C)cc(=O)oc23)cc(OC)c1OC (stereo not given) | -1.2 | 33 | i

Three compounds out of the list, sorted by heavy-atom count, rising.
SMILES | STK33 kinase inh | OX1R antag | KCNQ2 inh
CSc1nccc(Nc2ccccc2)c1C#N | 0.6 | 10 | i
CCOC(=O)CNC=C(C(=O)OCC)C(=O)OCC | -1.9 | 21 | i
COc1ccc(NC(=O)c2cc3ccccc3o2)cc1 | 1.1 | 24 | i

Additional entries follow:
SMILES | STK33 kinase inh | OX1R antag | KCNQ2 inh
Cc1ccc(C(=O)CSc2nc(N)cc(=O)[nH]2)cc1 | -0.6 | 13 | i
Cc1ccc(CNC(=O)CSc2nnc3c(n2)[nH]c2ccc(F)cc23)cc1 | -3.2 | 3 | i
O=C(NCC(c1ccco1)N1CCN(c2ccccc2F)CC1)C(=O)NC1CCCCC1 (stereo not given) | -0.5 | 4 | i
CCN(CC)S(=O)(=O)c1ccc(-c2ccc(S(=O)(=O)N(CC)CC)cc2)cc1 | -0.5 | 24 | i
Cc1ccc(O)c(Nc2ncnc3ccc([N+](=O)[O-])cc23)c1 | 1.7 | 28 | i
CC(C)(C)NC(=O)C(c1ccccn1)N(C(=O)C1CSC(=O)C1)c1cccc(F)c1 (stereo not given) | -1.3 | 3 | i
Cc1nc2ccccc2c(=O)n1/N=C/c1ccc(C(C)C)cc1 | -0.3 | -1 | i
Cn1cc2cccc([N+](=O)[O-])c2n1 | 0.1 | 74* | i
Cc1nc(SCC(=O)NC2CCS(=O)(=O)C2)c2c3c(sc2n1)CCC3 (stereo not given) | 1.0 | 4 | nt
CCCNC(=O)c1noc2c1CCc1cc(OC)ccc1-2 | 0.2 | 38 | i
COc1cnc(-c2ccccn2)[nH]c1=O | -2.2 | 3 | i
CCCC(=O)Nc1nnc(C2CCCO2)s1 (stereo not given) | 1.0 | 4 | i
CCOc1cc(CNCCSc2nnnn2C)cc(Br)c1OCc1ccccc1 | -2.3 | 11 | i
O=C(CN1CCN(c2ncccn2)CC1)N1CCCc2c1c(=O)oc1ccc(O)cc21 | -0.9 | 29 | nt
O=C(NCc1cccc(Br)c1)C1CC2Cn3c(nc4ccccc43)C2N1c1ccccc1 (stereo not given) | 0.3 | 62 | i
Cc1cccc(/C(N)=N/OC(=O)C23CC4CC(CC(C4)C2)C3)c1 | -1.2 | 22 | i
CC(C)(C)c1ccc(C(=O)NCCC(=O)N2CCC3(CC2)NCCc2[nH]cnc23)cc1 | -3.4 | 11 | i
CCOc1ccc2oc(C(=O)N3CCN(c4ccccc4OCC)CC3)c(C)c2c1 | -1.5 | 7 | -9.8*
O=C(CSc1nc2ccccc2c(=O)n1NC(=O)c1ccccc1)c1ccc(Cl)cc1 | -1.3 | 15 | -10*
O=C(NNC(=S)NCCc1ccccc1)c1ccc(Br)s1 | -0.4 | 58 | i
CC(Sc1nc2ccccc2c(=O)n1CC1CCCO1)C(=O)Nc1ccc(S(N)(=O)=O)cc1 (stereo not given) | -0.8 | 16 | i
CCOC(=O)c1c(-c2ccc(OC)cc2)csc1NC(=O)CSc1ccccc1 | -1.5 | 18 | i
CSc1ccc(/C=N/N(C)S(=O)(=O)c2ccc(C)cc2)cc1 | -0.7 | 15 | i
CCOC(=O)c1ccc2c(c1)n(CC)c(/C=C/N(C)c1ccccc1)[n+]2CC | 0.9 | 7 | i
Cc1cc(OC(C)C(=O)NCCCN2CCOCC2)c2c(C)c(C)c(=O)oc2c1 (stereo not given) | 2.1 | 4 | i
O=C(Nc1cc(-c2ccccc2)[nH]n1)c1ccc(Cl)cc1 | -3.2 | 15 | i
O=C(CSc1nnc(Nc2ccccc2)s1)NC1CCCC1 | 0.0 | 6 | nt
COC(=O)c1ccccc1NC(=O)c1sc(N)nc1C | 3.9 | 21 | nt
Cc1ccc(N2CC(NS(=O)(=O)c3cccs3)CC2=O)cc1 (stereo not given) | -0.3 | 12 | i
CCN(CC)CCN1C(=O)C(=O)/C(=C(/O)c2ccncc2)C1c1ccccc1F (stereo not given) | -0.4 | 27 | i
C/C(=N/Nc1ncc(Br)cn1)c1ccc([N+](=O)[O-])cc1 | -0.5 | 13 | i
O=C(NCCN1CCCCCC1)c1ccc(N2CCCC2=O)cc1 | -2.9 | 9 | i
CCc1ccc(NC(=O)c2noc3c2CCCCC3)cc1 | -0.4 | 11 | i
Cc1ccc(C(=O)C(C)OC(=O)c2n[nH]c(=O)c3ccccc23)cc1 (stereo not given) | 0.9 | 40 | i
O=C(c1ccccc1)c1c2c(cc3sc4ccccc4[n+]13)-c1cccc3cccc-2c13 | 4.6 | 12 | nt
COP(=O)(OC)c1nc(-c2cccc3ccccc23)oc1NCCc1ccccc1 | -0.1 | -2 | i
Cc1cc(C)c(C(N)=O)c(SCC(=O)c2ccc(Cl)cc2)n1 | -0.9 | 2 | i
O=C(COC(=O)c1cc(Cl)cc(Cl)c1)NCc1ccco1 | -1.4 | 0 | nt
Nc1ccc(C23CC4CC(CC(C4)C2)C3)cc1 | nt | 19 | i
Cn1c(N)c(C(=O)CSc2nc(C3CC3)n(-c3ccccc3)n2)c(=O)[nH]c1=O | 1.0 | 10 | nt
Cc1c[n+](CC(=O)c2ccccc2)cs1 | 0.3 | 8 | i
COc1ccc(/C=C2\SC(=S)N(c3cccnc3)C2=O)cc1 | -1.0 | 20 | i
O=C(CCCC(=O)NCCc1ccccc1)NCCc1ccccc1 | 7.7 | 11 | i
CC(=O)OC(C(=O)Nc1ccccc1)C(C)S(=O)(=O)c1ccccc1 (stereo not given) | -0.9 | 20 | i
COc1ccccc1-c1coc2c(CN(C)C)c(O)ccc2c1=O | -2.4 | -1 | i
CCOC(=O)c1cnc(SCC(=O)Nc2ccccc2C(=O)OC)nc1N | 12 | 5 | i
CCN(CC)S(=O)(=O)c1cc(NC(=O)[C@@H](NC(N)=O)C(C)C)ccc1C | 9.6 | 21 | i
CCCCN(CCCC)CCn1cnc2c([nH]c3ccc(OC)cc32)c1=O | 1.1 | 10 | i
CN(C)/C=C(\C#N)C(=O)N/N=C/c1ccc(F)cc1 | -0.9 | 4 | i
O=C(Nc1cccc(Cl)c1N1CCCCC1)c1ccc(N2CCOCC2)c([N+](=O)[O-])c1 | -2.8 | 14 | i

(further entries)
SMILES | STK33 kinase inh | OX1R antag | KCNQ2 inh
CCN1CCc2c(sc(NC(=O)c3ccc(S(=O)(=O)N4CCCCCC4)cc3)c2C(=O)NC)C1 | -0.8 | 5 | i
O=C(Nc1ccccc1)N1CCN(Cc2ccccc2)CC1 | 0.3 | 22 | i
O=C(Nc1cc(S(=O)(=O)N2CCCCC2)ccc1Oc1ccccc1)C1=COCCO1 | 0.7 | 2 | i
CCN(CC(=O)NCc1ccc(Cl)cc1)C(=O)C1CCN(S(=O)(=O)c2ccc(OC)c(OC)c2)CC1 | -1.8 | 12 | i
CCOC(=O)c1ccc(NC(c2ccc(N(C)C)cc2)P(=O)(OC(C)C)OC(C)C)cc1 (stereo not given) | -0.1 | 17 | -6.5*
O=[N+]([O-])c1ccccc1Oc1ccc(C(F)(F)F)cn1 | 0.7 | 6 | i
Cc1ccc2nc(SCC(=O)Nc3nonc3N)[nH]c2c1 | 1.4 | 18 | i
COc1cccc(/C=C2/NC(=O)N(CC(=O)Nc3ccc(C)cc3)C2=O)c1OCc1cccc(C(=O)O)c1 | -0.9 | 11 | i
COc1ccc(/C=C/C(=O)NC(=S)Nc2ccc(C(=O)O)cc2)cc1 | -0.6 | 7 | i
O=S(=O)(O)c1ccc(N=Nc2ccccc2)cc1 | -0.4 | 4 | i
CCCCN(C(=O)c1cc(S(=O)(=O)N2CCOCC2)ccc1Cl)c1c(N)n(CC(C)C)c(=O)[nH]c1=O | -0.2 | 10 | i
COc1ccc(/C=N/NC(=S)Nc2ccccc2[N+](=O)[O-])cc1O | -0.5 | 27 | i
COc1cc(NS(=O)(=O)c2ccc(N/C=C(\C#N)c3nc4ccccc4o3)cc2)nc(OC)n1 | -0.4 | 16 | i
Oc1[nH]c2ccccc2c1N=Nc1nncc2ccccc12 | 3.7 | 23 | i
CN1CCN(C(=O)/C=C/c2ccc(Cl)cc2)CC1 | -2.8 | 12 | i
CN(C(=O)c1ccccc1)c1nc2ccccc2s1 | 0.4 | 20 | i
C=CCC(NCc1ccccc1)c1ccc(OC)cc1 (stereo not given) | -1.5 | nt | i
Cc1cc(C(=O)NNC(=O)/C=C/c2ccc(F)cc2)c(C)o1 | -1.9 | 13 | i
Cc1n[nH]c(C)c1S(=O)(=O)N1CCCC(C(=O)NCc2ccccc2Cl)C1 (stereo not given) | 0.2 | 15 | i
Nc1nonc1-c1nc2ccccc2n1CC(=O)NC1CCCC1 | -2.7 | 3 | i
COc1ccc(NC2CCCN(C(=O)c3cc(C)nc4cc(F)ccc34)C2)cc1 (stereo not given) | -1.0 | 11 | i
CCOC(=O)c1sc(NC(=S)NC(=O)c2ccccc2)c(C(=O)OCC)c1C | -2.1 | -1 | i
CC(C)(C)OC(=O)N1CCC(NC(=O)c2[nH]cnc2C(=O)Nc2cccc(Cl)c2)CC1 | 0.3 | 1 | nt
CCN1CCN(c2ncnc3scc(-c4ccc(C)c(C)c4)c23)CC1 | 0.7 | 21 | i
COc1ccccc1NC(=O)CCn1c(=O)c2cccn2c2ccccc21 | 0.9 | 26 | i
O=C(Nc1nccs1)c1cccc(S(=O)(=O)N2CCCCC2)c1 | -0.4 | 12 | i
COc1ccc(-n2ncc3c(NC(C)C)ncnc32)cc1 | -0.6 | 12 | i
O=C(CSc1ccc2nnc(-c3ccccc3)n2n1)NCc1ccc2c(c1)OCO2 | -0.9 | 16 | i
CCOC(=O)C1(Cc2ccccc2)CCN(Cc2cc(OC)c3c(c2)OCO3)CC1 | -0.4 | 13 | i
CCOc1ccc(S(=O)(=O)Nc2ccccc2C(=O)Nc2ccccc2N2CCOCC2)cc1 | -1.7 | 7 | i
O=C(N/N=C/c1ccccc1C(=O)O)c1ccncc1 | nt | 4 | i
COC(=O)C1=C(C(=O)OC)[C@@H]2N(Cc3ccccc3)c3ccccc3[C@@]23C[C@@H](C(=O)OC)N(C(=O)NC2CCCCC2)C3=N1 | -0.2 | 16 | i
CCSCCOC(=O)C1=C(C)N(C)C(=O)NC1c1cc(OC)ccc1OC (stereo not given) | 0.2 | 14 | i
CCCC[n+]1c2ccccc2cc2ccccc21 | 17 | 48* | i
COc1ccc2c(c1)C(=O)N(CCc1ccc(S(=O)(=O)NC(=O)NC3CCCCC3)cc1)C(=O)C2(C)C | -1.1 | 25 | i
Cc1csc(NC(=O)c2cc[n+]([O-])cc2)n1 | 0.3 | 7 | i
COc1ccc(OC)c(NC(=O)CCN2CC(C)CC(C)C2)c1 (stereo not given) | -0.5 | -3 | i
NC(=O)N1c2ccccc2C=Cc2ccccc21 | -2.2&-1.6 | 4&7 | i
Cc1cc(C(=O)OCC(=O)Nc2nccs2)c2ccccc2n1 | -0.4 | 22 | i

Single records, as listed above. Order of values: STK33 kinase inh | OX1R antag | KCNQ2 inh
NC(=O)N1c2ccccc2C=Cc2ccccc21 is listed as -2.2&-1.6 | 4&7 | i
COc1ccc(OC)c(NC(=O)CCN2CC(C)CC(C)C2)c1 (stereo not given) is listed as -0.5 | -3 | i
Cc1csc(NC(=O)c2cc[n+]([O-])cc2)n1 is listed as 0.3 | 7 | i
COc1ccc2c(c1)C(=O)N(CCc1ccc(S(=O)(=O)NC(=O)NC3CCCCC3)cc1)C(=O)C2(C)C is listed as -1.1 | 25 | i
COC(=O)C1=C(C(=O)OC)[C@@H]2N(Cc3ccccc3)c3ccccc3[C@@]23C[C@@H](C(=O)OC)N(C(=O)NC2CCCCC2)C3=N1 is listed as -0.2 | 16 | i

Part of the list above, with the structure last:
STK33 kinase inh | OX1R antag | KCNQ2 inh | Molecule
-0.4 | 22 | i | Cc1cc(C(=O)OCC(=O)Nc2nccs2)c2ccccc2n1
nt | 4 | i | O=C(N/N=C/c1ccccc1C(=O)O)c1ccncc1

Compounds were not picked by outcome, and some 2.7% of all compounds hit somewhere here.
